GPR35 antagonists: GPR35 antagonists blocking zaprinast-driven arrestin recruitment, primary screen, imaging, U2OS, beta-arrestin-GFP, zaprinast agonist (AID 2058). U2OS GPR35 beta-arrestin-GFP translocation imaging, zaprinast antagonism; higher % means a stronger effect. one-dose inhibition, % at 10 µM; IC50 in µM for titrated hits. actives 0.052% (n = 290,000);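 active means inhibition of at least 50% with at least 30 cells and total cytoplasm GFP at most 10,000,000; inconclusive means under 30 cells or total GFP of 10,000,000 plus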
GPR55 LPI antagonism: inhibition of LPI-stimulated GPR55 beta-arrestin translocation – imaging, U2OS, beta-arrestin-GFP, LPI agonist, primary screen (AID 2013); U2OS GPR55 beta-arrestin-GFP translocation imaging, LPI antagonism; higher % means a stronger effect; one-dose inhibition, % at 10 µM; IC50 in µM for titrated hits; actives 0.13% (n = 290,000);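 active means spots per cell inhibited over 60%, with over 100 cells counted and total cytoplasm intensity under 500,000; inconclusive means wells with under 100 cells, flagged as likely toxic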;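 further: U2OS cells stably carrying GPR55 and arrestin-GFP stimulated by 5 µM LPI near EC80; imaged beta-arrestin-GFP aggregate spots per cell after agonist stimulation; plate controls were LPI-stimulated DMSO wells for no effect and DMSO wells without LPI for full effect; some results filed as inactive read as strong as hits; confirmed hits need IC50 under 10 µM and bright autofluorescent wells are also inconclusive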
Siah-1 displacement: Siah-1 peptide-binding antagonists, primary screen, biochemical, fluorescence polarization, rhodamine-plectin, uHTS (AID 1817); displacement, % at 20 µM, or IC50 in µM where a hit was titrated; actives 0.02% (n = 290,000); Siah-1 / rhodamine-plectin peptide fluorescence polarization; higher % means a stronger effect;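 active means displacement of at least 50% at 20 µM, with a fluorescence ratio check between 0.3 and a set limit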;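 further: plate controls were Siah plus tracer with DMSO for no effect and tracer alone without Siah for full effect; strong numbers were not always called active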
HIV fusion peptide: inhibitors of HIV fusion peptide binding, primary screen, biochemical, uHTS, fluorescence dequenching (AID 1986). cell-free peptide binding, fluorescence dequenching, 30 min; higher % means a stronger effect. inhibition, % at 20 µM, or IC50 in µM where a hit was titrated. actives 0.3% (n = 290,000); in the data active means inhibition mostly above about 52%, no sharp cut-off; inactive means mostly below about 76%; further: some results filed as inactive read as strong as hits
Dengue-2 NS5 capping: flavivirus cap methylation enzyme inhibition – biochemical, confirmation dose response, primary screen (AID 588689); actives 0.3% (n = 340,000); inhibition, % at 25 µM, or IC50 in µM where a hit was titrated; Dengue-2 NS5 methyltransferase capping enzyme assay, biochemical; higher % means a stronger effect; in the data active means a potency from the dose series; inconclusive means inhibition above about 29% without an active follow-up result
NTR1 ag: NTR1-driven beta-arrestin-GFP spot formation – imaging, U2OS cells, high content, primary screen (AID 493036); agonist mode; P30989; actives 0.17% (n = 330,000); activation, % at 20 µM;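 active means activation at or above 40% of the spot to cytoplasm intensity ratio, with at least 20 cells analyzed; inconclusive means wells under 20 cells, flagged as cytotoxic or low count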;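 further: 0% = DMSO without peptide and 100% = 100 nM NTR1 peptide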
Target sequence (P30989 whole entry, looked up): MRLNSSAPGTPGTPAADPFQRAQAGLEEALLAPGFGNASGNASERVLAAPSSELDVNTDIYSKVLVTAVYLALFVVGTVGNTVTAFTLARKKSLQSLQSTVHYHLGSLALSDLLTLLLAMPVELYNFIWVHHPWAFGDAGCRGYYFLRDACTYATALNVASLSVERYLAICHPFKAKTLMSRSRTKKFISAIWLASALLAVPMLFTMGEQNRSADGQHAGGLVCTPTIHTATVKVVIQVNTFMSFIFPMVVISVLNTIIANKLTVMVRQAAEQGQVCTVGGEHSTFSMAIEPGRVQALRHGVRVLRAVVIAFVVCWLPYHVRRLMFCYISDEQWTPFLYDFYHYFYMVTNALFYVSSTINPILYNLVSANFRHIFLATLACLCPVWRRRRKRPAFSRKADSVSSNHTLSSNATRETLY
UTI89 phage lysis: protection from phage-mediated lysis, alamar blue read-out – E. coli UTI89, K1F phage, bacterial capsule biogenesis inhibitors (AID 488966). E. coli UTI89 K1F phage lysis, alamar blue, 2 h; higher % means a stronger effect. one-dose inhibition, % at 100 µM; IC50 in µM for titrated hits. actives 0.02% (n = 340,000);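 active means phage lysis inhibition, versus mean bacterial control, above a set limit; inconclusive means no clear call, values can overlap the other calls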;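 further: capsule biogenesis inhibitors block K1F phage lysis so surviving cells raise fluorescence; higher fluorescence means more inhibition of phage lysis; actives were called in the ten point dose series up to 300 µM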
GPR55 activation: GPR55 agonists via beta-arrestin recruitment, primary screen, imaging, U2OS cells, beta-arrestin-GFP redistribution (AID 1961). U2OS GPR55 beta-arrestin-GFP redistribution imaging; higher % means a stronger effect. activation, % at 10 µM, or EC50 in µM where a hit was titrated. actives 0.048% (n = 290,000);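 active means activation above 40% with more than 50 cells counted in the well; inconclusive means wells holding fewer than 50 cells, flagged as toxic or sparse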;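 further: U2OS osteosarcoma cells stably expressing GPR55 and beta-arrestin-GFP; plate controls were DMSO negative control for no effect and LPI positive control for full effect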
AID2073: inhibitors of Mint1-CaV2.2 protein interaction, biochemical, HTRF (AID 2073). HTRF protein-protein interaction, Mint1-CaV2.2; higher % means a stronger effect. actives 0.19% (n = 290,000). inhibition, % at 20 µM; hits with a dose series show IC50 in µM; in the data active means inhibition mostly above about 51%, no sharp cut-off; inconclusive means no clear call, values can overlap the other calls; inactive means mostly below about 53%; further: some results filed as inactive read as strong as hits
NTR1 ag cell count 20 µM: further read-out of NTR1 ag, marked with its call; cell count; measured here: cell count, cytotoxicity flag
Dengue-2 NS5 capping pilot replicate: recorded beside Dengue-2 NS5 capping, whose call it bears; inhibition, %; measured here: pilot screen replicate inhibition
Numbers without * were called inactive; ? = inconclusive; / = not tested or not shown; [ ] = remark or other dose.

SMILES	GPR35 antagonists	GPR55 LPI antagonism	Siah-1 displacement	HIV fusion peptide	Dengue-2 NS5 capping	NTR1 ag	NTR1 ag cell count 20 µM	UTI89 phage lysis	GPR55 activation	AID2073	others
COC(=O)c1ccc(S(=O)(=O)c2ccc(C(=O)OC)s2)s1	-1%	6%	2%	-0.2%	/	3.1	51	/	0.2%	2%
CCCCn1c(=N)n(CC(O)COc2ccccc2)c2ccccc21 (configuration not stated)	9%	4%	1%	0.4%	-8%	0.7	58	0.6%	-0.2%	9%
O=c1c2[nH]cnc2n(-c2cccc(Br)c2)c(=O)n1Cc1ccccc1	-14%	6%	-3%	-0.4%	-11%	2.3	99	0.2%	-0.1%	16%
O=C1NN=C(c2ccccc2)CC1c1ccc(Cl)cc1Cl (configuration not stated)	-3%	14%	9%	1.7%	/	2.6	52	0.4%	0.0%	-1%
CCc1nc2c(c(=O)c3ccccc3n2C)c(=O)n1CCc1ccc(OC)cc1	-6%	10%	6%	-2.4%	/	7.5	54	/	-0.2%	2%
O=C(NC1=NCCS1)c1ccc(Cl)cc1	52%	-4%	-1%	-0.3%	-3%	-1.3	72	0.1%	-0.2%	23%
Cc1nc(NC(=O)c2cccc(Cl)c2)sc1-c1csc(Nc2cccc(Cl)c2)n1	-9%	21%	-2%	8.6%	/	4.0	81	/	-0.1%	8%
N#Cc1ccc(OCCOCCNC2CCCC2)cc1	0%	7%	-2%	1.8%	7%	-0.3	86	0.2%	0.0%	8%
CC(=O)N1CC(C)Sc2ccc(S(=O)(=O)NC3CCCCC3C)cc21 (configuration not stated)	-3%	-3%	2%	1.8%	0%	1.6	47	-0.1%	-0.2%	-2%
Cc1nc(N2CCN(c3ccccc3)CC2)nc2c1C(=O)CCC2	-4%	-7%	-3%	-2.5%	1%	3.0	89	0.5%	-0.1%	-3%	Dengue-2 NS5 capping pilot replicate=-0.5
COc1ccc(NC(=O)C2C(c3ccccc3)C2(Cl)Cl)c(OC)c1 (configuration not stated)	18%	9%	-3%	-0.4%	-2%	0.7	61	1.7%	0.3%	8%
CCOc1ccc(NC(=O)CCSc2nnc(C)s2)cc1	-3%	7%	4%	-2.9%	-7%	1.8	70	0.1%	0.0%	-3%
O=C(COc1ccc2ccccc2c1)NN1C(=O)c2ccccc2C1=O	-7%	8%	4%	0.6%	2%	0.3	39	-0.8%	-0.4%	4%
Cc1c(Br)c([N+](=O)[O-])nn1C(C)C(=O)NCc1ccco1 (configuration not stated)	-4%	4%	3%	-0.3%	-8%	-1.0	58	0.1%	-0.3%	4%
CC(=O)N1N=C(c2ccc(C)cc2)OC1c1ccc(C)cc1 (configuration not stated)	15%	-9%	3%	5.5%	0%	0.2	70	0.1%	0.3%	-3%
CC(=O)c1ccc(NC(=O)c2ccc3c(Cl)c4c(nc3c2)CCCC4)cc1	1%	11%	-5%	-1.7%	-6%	4.7	85	0.9%[50 µM]	-0.1%	28%
CCNC(=S)N/N=C/c1cn(Cc2ccc(F)cc2)c2ccccc12	-23%	12%	3%	-3.6%	-7%	7.5	53	3.9%	0.1%	0%
CCCCOCCCNC(=S)Nc1ccc(S(=O)(=O)N2CCOCC2)cc1	6%	0%	4%	-1.8%	-9%	0.7	65	-0.4%[50 µM]	-0.1%	-18%
CC1Cc2ccccc2N1C(=O)c1cc2c(=O)n3ccccc3nc2n1C (configuration not stated)	10%	-4%	8%	-0.1%	-4%	2.2	81	-0.4%	0.2%	2%
Cc1cc(Oc2ccc(Cl)cc2)nc(-c2ccccc2O)n1	8%	-3%	-10%	-3.3%	2%	4.3	35	3.3%	-0.1%	-1%
Cc1ccccc1C(=O)Oc1ccccc1C(=O)N1CCOCC1	-7%	5%	24%	1.3%	-2%	-0.6	75	-0.4%	0.1%	1%
O=S(=O)(c1cccc(F)c1)N1CCCN(c2ccc(C(F)(F)F)cn2)CC1	-25%	-5%	-6%	-2.0%	/	4.0	51	/	-0.1%	5%
O=C(O)c1cc(C(F)(F)F)nc2ccccc12	-12%	10%	-6%	1.0%	1%	0.9	77	2.1%	0.1%	-9%
COc1cc(CN2CCC(n3nccc3NC(=O)C3CC3)CC2)cc(OC)c1	2%	12%	4%	-1.8%	0%	-1.0	64	2.1%[50 µM]	-0.1%	8%
O=C(O)c1ccc(NC2=C/C(=N/S(=O)(=O)c3ccccc3)c3ccccc3C2=O)cc1	-16%	-10%	20%	3.7%	17µM*	2.4	24	-2.2%	-0.4%	4%
Cc1nc(NC(=O)/C=C/c2ccccc2)n[nH]1	6%	8%	1%	-1.8%	-17%	2.4	93	1.2%	0.2%	20%
CC(C)CCOCC(=O)Nc1cccc(C(=O)O)c1	23%	-14%	0%	-0.1%	-4%	-0.9	64	0.6%	?	6%
Cc1cc2cc(CNS(=O)(=O)c3ccccc3)ccc2n1C	18%	5%	3%	1.0%	13%	-3.4	93	-0.3%	0.2%	41%
COc1ccc(C(=O)NCC(=O)N/N=C/c2cn[nH]c2-c2ccccc2)cc1	5%	4%	1%	0.7%	3%	-0.4	67	1.8%	-0.5%	-9%
CCc1nn(CC(=O)N2CCC(C)CC2)c(=O)c2cccn12	-11%	6%	-2%	2.4%	-13%	-0.5	74	0.3%	-0.1%	11%
COc1ccc(NC(=O)COc2ccc(S(=O)(=O)N3CCOCC3)cc2C)cc1OC	10%	-3%	-3%	-0.3%	-6%	0.0	56	0.5%	-0.1%	10%
COc1cccc(OCc2cc(C(=O)NCCc3cccc(C)n3)no2)c1	-6%	5%	13%	0.4%	-5%	-0.7	70	0.0%	-0.1%	5%
Cc1ccc(C(=O)N/C(=C\c2cccs2)C(=O)N2CCOCC2)cc1C	15%	10%	5%	0.8%	-4%	0.4	66	-0.1%	-0.1%	4%
Cc1c(N(C(=O)CNC(=O)c2ccccc2)C2(C(=O)NC3CCCCC3)CCCCC2)c(=O)n(-c2ccccc2)n1C	9%	4%	2%	0.8%	-5%	-0.7	54	0.1%	-0.3%	-10%
O=C(c1ccc(CS(=O)c2cccc(Cl)c2)o1)N1CCOCC1 (configuration not stated)	18%	8%	4%	-1.3%	-11%	1.7	54	0.2%	-0.1%	-2%
CC1CCC(NC(=O)CN(C)S(=O)(=O)c2cccc3cccnc23)CC1 (configuration not stated)	-1%	5%	5%	0.0%	-4%	1.3	63	0.3%	-0.1%	-2%
O=[N+]([O-])c1ccc(-c2ccc(C=Nc3cccc4ccccc34)o2)cc1	1%	-2%	13%	22%	-7%	-0.2	57	-0.9%	-0.3%	14%
COc1cc(OC)c(NC(=S)NCc2ccccc2)cc1Cl	1%	-11%	1%	0.9%	0%	2.4	65	0.1%	-0.4%	3%
COc1ccc(-c2noc(CCCC(=O)NCc3ccco3)n2)cc1OC	-3%	-2%	0%	0.5%	0%	-1.0	74	-0.2%	0.2%	?
Nc1cc(C(=O)OCC(=O)NCc2ccco2)ccc1Cl	-7%	-2%	-6%	6.1%	2%	0.6	35	1.4%	-0.2%	16%
Cc1ccc2cc(CN(C(=O)c3cccnc3)C(C)C)c(=O)[nH]c2c1	-13%	-4%	0%	3.7%	-2%	0.8	68	0.4%	-0.2%	11%
CC(=O)Nc1ccc(NC(=O)c2ccc(N(C)S(=O)(=O)c3ccc(C)cc3)cc2)cc1	2%	9%	-1%	-0.6%	1%	0.4	73	-0.3%	0.0%	8%
CC(=O)c1ccc(NC(=O)NCc2ccc(F)cc2)cc1	-16%	13%	-1%	0.0%	-10%	3.8	35	1.1%	0.8%	-1%
CCOc1cc2[nH]c(=S)n(Cc3ccc(C(=O)NCCCOC)cc3)c(=O)c2cc1OCC	3%	-8%	3%	0.7%	-3%	3.2	87	0.1%	0.0%	-19%
Cc1ccc(C)c(NC(=O)C2CCCN(S(=O)(=O)c3c(C)nn(C)c3C)C2)c1 (configuration not stated)	-12%	-4%	0%	0.9%	-11%	-1.2	51	0.1%	-0.2%	-1%
CCOC(=O)c1cc(S(=O)(=O)N2CCCC2)cn1C	9%	4%	9%	-0.2%	3%	-0.9	69	0.2%	-0.1%	-4%
CC(=N\NC(=O)c1cc(Br)ccc1O)/C(=N/O)C(=O)Nc1ccccc1	12%	-2%	-3%	38%	0%	-0.6	68	0.0%	0.6%	4%
CCOC(=O)c1cc(C(O)(C(F)(F)F)C(F)(F)F)c(/N=C/N(C)C)o1	-1%	12%	2%	2.5%	-1%	-0.6	47	-0.1%	0.2%	12%
O=C(c1ccc(N2C(=O)C3CCCCC3C2=O)cc1)N1CCCCC1 (configuration not stated)	-2%	16%	0%	1.8%	-4%	1.9	52	1.8%[50 µM]	-0.3%	6%
O=C(NCCCO)c1cc([N+](=O)[O-])cc2c1C=Cc1ccccc1O2	-6%	4%	0%	-0.9%	-5%	-0.2	79	0.1%	0.1%	?
CCOc1ccccc1OCCOc1ccccc1OC(C)C	8%	14%	3%	0.8%	-5%	1.0	52	-0.1%	-0.1%	-3%
COc1ccccc1N1CCN(Cc2cc(=O)n3ccsc3n2)CC1	0%	-14%	1%	-0.2%	-4%	0.9	45	0.3%	0.3%	26%
C/C(Cl)=C\CNC(C)c1ccccc1 (configuration not stated)	4%	-20%	2%	-0.9%	-6%	-2.4	92	1.4%	-0.4%	1%
CCCCSc1nnc(-c2c[nH]c3ccccc23)n1C	-6%	-7%	4%	0.9%	-4%	-2.6	91	-0.6%	0.7%	-2%
O=C(Nc1ccc2oc(-c3ccncc3)nc2c1)c1ccco1	12%	-1%	-6%	2.7%	-4%	1.4	48	-0.3%	-0.1%	46%
COc1ccccc1NCC(=O)N/N=C(\C)c1cccs1	-2%	-10%	2%	0.1%	-5%	-0.2	38	-0.8%	-0.4%	-4%
O=C(C(=C1NCCN1)n1cncn1)c1ccccc1	-4%	20%	41%	-1.3%	-4%	0.7	60	1.2%[50 µM]	0.9%	-2%
